Assay outcomes deposited in PubChem BioAssay by National Center for Advancing Translational Sciences (NCATS).
Peg3 imprint: inducers of genomic imprint erasure in mouse ES cells; mouse ES Peg3-LacZ reporter, beta-gal luminescence, 40 h; Potency, µM (doses to about 60.7 µM), without a hit: at the top dose activity change, positive = activation, actives largely listed as activators; 0.02% of 110,000 active;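 note: 0% = negative control wells on the plate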
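Imprint erasure is scored as LacZ activity from the silenced maternal Peg3 allele in feeder-free female ES cells cultured 40 h with LIF. Luminescence is normalized to in-plate negative controls and fitted to the Hill equation.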
p53ts 39C kill: kills p53ts cells at the nonpermissive temperature; AID 902; 1.5% of 130,000 active; H1299-p53A138V viability at 39C, ATP luminescence, 24 h; Potency, µM (titrated, usually from 46.1 µM), for inactives: top-dose activity change, negative = cell killing, hits mostly cytotoxic; note: nearly all actives have a fitted effect of over 55% in size
IkB signaling: IkB pathway inhibition in ABC-DLBCL cells; Potency, µM (doses to about 57.1 µM), inactives show at the top dose IkBa stabilization activation; 0.04% of 110,000 active; AID 445; ABC-DLBCL IkBa-CBG/CBR dual luciferase ratio, 4 h; response scale: scaled: untreated 0%, proteasome inhibitor 100%; active = well fitted curve in the direction sought with a large enough effect in the signal ratio, not every such curve was filed as active; inconclusive = small, poorly fitted or top-dose-only effect, or a change in a side signal; the % refers to the signal ratio;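 note: the direction sought is a rising ratio; 0% = basal untreated cells and 100% = reference inhibitor full response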
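Luminescence ratio of IκBα-fused green versus native red beetle luciferase in OCI-Ly3 cells, 4 h post-doxycycline with compound; red signal alone, scaled from basal (0%) to zero light (-100%), flagged nonspecific or cytotoxic effects.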
p53ts 32C tox: kills p53ts cells at the permissive temperature | H1299-p53A138V at 32C, ATP luminescence viability, 24 h | Potency, µM (titrated, usually from 46.1 µM), inactives show at the top dose activity change, negative = cytotoxicity, actives largely listed as cytotoxic | 0.93% of 130,000 active;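 note: 0% = DMSO and -100% = full killing by reference compound; nearly all actives have a fitted effect of over 55% in size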
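Cells: H1299 p53ts (A138V), 600/well, pre-incubated 16–30 h at 37C. Cpd up to 46 uM, 24 h, 32C. Readout: ATPlite luminescence, 20 min RT. Normalization: DMSO vs tamoxifen 100 uM. AC50 by Hill equation.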
The depositor's hits bear a star; ? = inconclusive; . = not tested or not shown; [ ] = remark or other dose. Unless noted, calls come from the whole dose curve; as a rule, active = well fitted curve in the direction sought with a large enough effect; inconclusive = small, poorly fitted or top-dose-only effect, or another doubt; inactive = no such curve, though single readings can be large; an effect the other way counts as inactive or inconclusive. Unless noted, % is set by controls: 0 for no effect and ±100 for the full control effect; potency is the fitted concentration of half-maximal effect.

The line under a structure holds: Peg3 imprint, p53ts 39C kill, IkB signaling, p53ts 32C tox
> COc1ccc(Oc2ncc3nc(C)c(=O)n(-c4ccccc4)c3n2)cc1
 : 2.7%, 10.7%, 0.9%[11.4 µM], 8.2%
> O=C(O)CC[C@@H](NC(=O)c1ccccc1C(=O)O)C(=O)O
 : ., 19.3%, 6.0%, -1.8%
> Cc1cc(NC(=O)CCc2ccc(C)o2)no1
 : 7.1%, 10.0%, -0.7%, -0.7%
> O=C(NCc1ccccc1F)C1CCCN(C(=O)NC2CCCCC2)C1 (configuration not stated)
 : -3.3%, -4.5%, -1.0%, -1.0%
> O=c1[nH]c(=O)n([C@H]2C[C@H](O)[C@@H](CO)O2)cc1Br
 : ?, ?, ?, 0.2%
> Cc1cc(C)cc(N2CCCn3c2nc2c3c(=O)n(CC(=O)OCc3ccccc3)c(=O)n2C)c1
 : -5.0%, -8.8%, 6.8%, 6.1%
> Cc1ccc(C2Nc3ccccc3C(=O)N2Cc2ccco2)cc1 (configuration not stated)
 : -32.5%[inhibitor], -29.1%, 14.4%, -29.1%
> Cc1ccc(CCNC(=O)c2ccc3c(c2)N(Cc2cc(C)ccc2C)C(=O)c2ccccc2S3=O)cc1 (configuration not stated)
 : -11.7%[10.9 µM], 1.7%, ?, 12.8%
> C=CCc1cccc2cc(C(=O)N(C)C)c(=O)oc12
 : -1.9%, 7.2%, 1.2%, 3.1%
> Cc1cccc(N(C)S(=O)(=O)c2cc(-c3cnc(C4CC4)o3)ccc2C)c1
 : -10.8%[10.9 µM], -24.0%, ?, 26.9%
> O=C(c1ccccc1)c1cccc(NC(=O)c2ccco2)c1
 : -17.0%, -10.8%, -0.6%, -9.2%
> COc1ccccc1Nc1nc(N)nc(CSc2nncn2C)n1
 : -5.7%, -2.7%, -0.4%, -4.8%
> COc1ccccc1CNc1ncnc2c1c(-c1ccccc1)cn2-c1cccc(C)c1
 : -13.3%[10.9 µM], -19.3%, 0.8%, 12.3%
> COc1ccc(CNc2ncnc3c2cnn3-c2ccc(Cl)cc2)cc1
 : 21.2%[10.9 µM], 7.4%, -2.2%, 5.5%
> O=C(CSc1nc2cc(Cl)ccc2s1)c1ccco1
 : 11.8%, -23.3%, -1.1%, -8.7%
> COc1ccc2ccc(Oc3ncccn3)cc2c1
 : 0.4%, -6.0%, -0.4%, -5.7%
> CNC(=O)C1CCN(C(=O)N2CC(C)Oc3ccc(Cl)cc32)CC1 (configuration not stated)
 : -6.6%[10.9 µM], 2.1%, 2.3%, 21.2%
> CC1CCCCN1S(=O)(=O)c1cccc2cccnc12 (configuration not stated)
 : -2.7%, -5.1%, -0.4%, 0.9%
> O=C(NCc1ccc(F)cc1)c1c(O)c2cccc3c2n(c1=O)CCC3
 : -2.8%, -5.0%, 0.4%, -0.7%
> CCOC(=O)c1sc(NC(=O)CCN2CCOCC2)c(C(=O)OCC)c1C
 : -3.6%, -5.1%, 1.2%, -5.4%
> Cc1cccc(-n2cc(-c3ccccc3)c3c(N4CCC(C)CC4)ncnc32)c1
 : -1.6%[10.9 µM], -17.4%, -1.7%, -6.0%
> CS(=O)(=O)Nn1cnc2ccccc2c1=O
 : 3.8%, 1.4%, -1.1%, 10.9%
> COc1ccc2nc(C)cc(N3CCOCC3)c2c1
 : 0.1%, 5.1%, -0.7%, 5.0%
> COc1cccc(/C=N/NC(N)=S)c1OS(=O)(=O)c1ccccc1
 : ., 16.5%, ., 3.5%
> O=C(O)C1CCCCC1C(=O)Nc1ccccc1F (configuration not stated)
 : 7.1%, 0.3%, 5.9%, 14.4%
> O=NN(Cc1ccc(Cl)cc1)[C@@H](C(=O)O)c1ccccc1
 : 3.9%[10.9 µM], 3.6%[9.22 µM], 1.5%[11.4 µM], 2.1%[9.22 µM]
> O=C(O)CCC(=O)N(Cc1ccco1)c1nc(-c2ccccc2)cs1
 : ., 2.2%, -0.6%, -2.5%
> Cc1ccnc(NC(=O)C2CCN(S(=O)(=O)c3cccc4nsnc34)CC2)c1
 : -12.5%, -6.3%, ?, -6.0%
> Cc1sc2ncn3ncnc3c2c1C
 : -3.5%, -3.3%, ?, 2.5%
> CCN1C(=O)/C(=C2/C=CC=CN2C)OC1=S
 : -11.5%, 9.5%, -1.6%, 3.4%
> Cc1cc(N)c2cc(OCCOc3ccc4nc(C)cc(N)c4c3)ccc2n1
 : -16.4%[10.9 µM], 7.6%[9.22 µM], ., -3.4%[9.22 µM]
> COc1ccc(NC(=O)c2cnc[nH]2)cc1
 : -19.9%[10.9 µM], 12.6µM*, 1.7%, 7.94µM*
> CN(C(=O)CN1C(=O)CCSc2ccc(S(=O)(=O)N3CCCC3)cc21)c1ccccc1
 : -13.0%[10.9 µM], -4.6%, 0.2%, -0.9%
> Cc1ccc(-c2nn3c(=O)cc(CN4CCN(C(=O)Nc5cc(Cl)ccc5C)CC4)nc3s2)cc1
 : 7.1%[10.9 µM], -10.0%, -0.3%, -6.2%
> COc1ccc(OC)c(CCNC(=O)c2csc3c2CCCCC3)c1
 : -10.8%[10.9 µM], -13.9%, -0.7%, ?
> O=C(NCc1ccco1)C1CC(=O)N(c2ccc(F)cc2)C1 (configuration not stated)
 : 1.3%, 1.7%, 0.3%, 0.2%
> O=C(NCc1ccc2c(c1)CCN2C(=O)c1ccccc1)Nc1cccc(C(F)(F)F)c1
 : 17.0%[10.9 µM], -5.7%, 0.7%, 11.9%
> CC1Cc2ccccc2N1C(=O)CSc1nnc(-c2ccccc2Cl)o1 (configuration not stated)
 : -13.8%[10.9 µM], -5.6%, ?, -3.6%
> Cc1ccc(CC(CC(=O)O)C(=O)NC2CCCCC2)cc1 (configuration not stated)
 : -5.4%, 6.3%, 1.6%, 12.2%
> CSc1ccc(CC2C(=O)Nc3ccccc32)cc1 (configuration not stated)
 : -9.4%[10.9 µM], -12.0%, ?, 7.4%
> CCOc1ccc(-n2c(=O)c3c4c(sc3n(CC(=O)NC(C)CC)c2=O)CCCCC4)cc1 (configuration not stated)
 : -7.0%[10.9 µM], ?, 2.6%, 8.3%
> CCS(=O)(=O)N1CCc2cc(C(=O)N3CCN(c4ccccc4)CC3)ccc21
 : -8.3%[10.9 µM], ?, 1.7%, -17.7%
> O=S(=O)(N1CCCCC1)N1CCN(S(=O)(=O)N2CCCCC2)CC1
 : -2.6%, 9.8%, -0.8%, 2.0%
> COc1ccc2nc3oc(C(=O)N4CCCCC4)cc3cc2c1
 : -39.4%[inhibitor], ?, ?, ?
> Cc1ncoc1C(=O)Nc1ccc(Oc2ccccc2)cc1
 : -34.5%[inhibitor], -10.3%, -1.7%, -9.0%
> CCOc1ccc(Nc2nc3ccccc3n3c(CC)nnc23)cc1
 : 1.1%[10.9 µM], -6.7%, ?, -9.7%
> O=S(=O)(c1ccc(F)c(Cl)c1)N1CCCC1
 : -11.6%, 9.6%, 0.3%, 6.8%
> CCCSc1nc2c([nH]c3ccccc32)c(=O)n1C
 : 16.5%[10.9 µM], -23.1%, -0.8%, -2.4%
> O=C(c1n[nH]c(=O)c2ccccc12)N1CCN(C2c3ccccc3-c3ccccc32)CC1
 : -32.9%[inhibitor], -0.9%, ?, -9.6%
> COCCCNC(=O)c1sc2nc(C)c(C(=O)Nc3ccc(C)cc3C)c(-c3ccc(Cl)cc3)c2c1N
 : 11.5%[10.9 µM], 4.7%, ?, -2.7%

More entries:
The line under a structure holds: Peg3 imprint, p53ts 39C kill, IkB signaling, p53ts 32C tox
> COc1ccc(C2C(=O)N(C3CCCCC3)CC(=O)N2C2CCCC2)cc1 (configuration not stated)
 : 1.9%, 3.3%, -0.8%, 11.1%
> N#CCSc1nc2[nH]ncc2c(=O)n1-c1ccccc1Br
 : 12.4%, -2.1%, -6.2%, 16.9%
> CCOc1ccc2nc(NC(=O)c3ccoc3C)sc2c1
 : -98.6%[inhibitor], ?, ?, ?
> O=C(OCC(=O)N1CCN(C(=O)c2ccco2)CC1)c1cn(-c2ccccc2)nc1-c1ccccc1
 : -7.2%, -14.1%, ?, -1.0%
> N=c1c(C(=O)NCc2ccc3c(c2)OCO3)cc2c(=O)n3ccccc3nc2n1Cc1cccnc1
 : -11.2%, 2.5%, -0.4%, -3.1%
> Cc1cccc(NC(=O)c2cc(-c3ccc4c(c3)OCCO4)on2)c1
 : 7.4%[10.9 µM], 1µM*, ?, 1µM*
> COc1ccccc1N1CCN(C(=O)/C=C/c2ccccc2)CC1
 : ., 7.7%, ., -4.3%
> CCN(CC)c1nc2n(c(=O)n1)CCN2CC
 : -12.4%, -3.5%, -1.0%, 8.5%
> Cc1ccc(C(=O)Nc2ccc(S(=O)(=O)N3CCc4ccccc4C3)cc2)o1
 : -14.2%, -3.9%, ?, 7.0%
> COc1ccc(N2CCN(C(CNC(=O)C(=O)NCc3ccc(C)cc3)c3cccnc3)CC2)cc1 (configuration not stated)
 : -10.4%[10.9 µM], -29.0%, ?, -0.9%
> CC1=C(C(=O)OCc2ccccc2)C(c2ccccc2-c2ccccc2)NC(=O)N1CCCCCC(=O)O (configuration not stated)
 : -14.0%, 18.6%, ., 32.6%[activator]
> Nc1c(C(=O)CCC(=O)O)oc2ccc(Cl)cc12
 : -13.5%, -1.7%, 5.5%, -7.4%
> COC(=O)c1cccc(NC(=O)Cn2cnc3c2c(=O)n(C)c(=O)n3C)c1
 : -0.2%, 0.5%, 0.7%, 4.5%
> O=C(CSc1nnc(CNC(=O)C23CC4CC(CC(C4)C2)C3)n1-c1ccccc1)Nc1ccccc1
 : ., -20.3%, ., 21.5%
> COc1ccc(C(=O)c2cn(Cc3ccccc3F)c3cc4c(cc3c2=O)OCCO4)cc1OC
 : -6.8%[10.9 µM], -18.5%, -0.9%, 2.6%
> COc1ccc(C(N)=O)cc1N
 : -7.0%, 0.9%, -0.3%, -5.7%
> COc1ccc2c(c1)C=CC1(O2)N(CCO)c2ccccc2C1(C)C (configuration not stated)
 : -17.2%, 26.5%, 11.1%, 29.2%
> Cc1ccc2c(c1)C(c1ccccc1)N(C(=O)c1ccccc1F)CC(=O)N2 (configuration not stated)
 : -4.0%[10.9 µM], 13.8%, ?, 1.4%
> COc1ccccc1-c1cc(C(=O)Nc2c(F)cc(F)cc2Br)no1
 : -10.8%, -18.6%, ?, -7.5%
> Cn1c(=O)c2c(nc(SCc3cc4c(cc3Cl)OCO4)n2C)n(C)c1=O
 : -8.9%, 4.3%, 1.8%, 8.4%
> Cc1ccccc1Cn1c(CN2CCC(C(=O)NCCN(C)C)CC2)cc2ccccc21
 : -25.0%[10.9 µM], ?, 0.2%, -2.4%
> O=C(/C=C/Nc1ccc(F)c(Cl)c1)c1ccco1
 : -11.9%, ?, ?, ?
> COc1ccccc1OCc1nnc(SCC(=O)c2cc(Cl)ccc2OC)o1
 : -13.1%, -25.6%, ?, -17.7%
> Nc1ccc(-c2nc3ccc(-c4nc5ccccc5o4)cc3[nH]2)cc1
 : -23.4%, -0.4%, 4.3%, 0.8%
> Cn1c(=O)c2[nH]c(N3CCOCC3)nc2n(-c2ccccc2)c1=O
 : -6.4%, 17.4%, 0.4%, 5.7%
> CCC(=O)Nc1ccc(Nc2ccccc2)cc1
 : 6.9%, 2.9%, -0.3%, -6.3%
> Cc1cc(C)cc(NS(=O)(=O)c2ccc3c(c2)NC(=O)C(C)S3)c1 (configuration not stated)
 : 12.1%[10.9 µM], -6.7%, ?, 2.9%
> Cc1cc(=O)n(Cc2c(F)cccc2Cl)c2c1c(C)nn2C
 : -7.3%[10.9 µM], -8.4%, 0.0%, 12.3%
> CCCS(=O)(=O)c1cn2cccc(N)c2c1S(=O)(=O)CCC
 : -15.9%, -9.2%, 0.9%, 3.1%
> COc1ccc(C(=O)CC2(O)C(=O)N(Cc3ccccc3)c3ccc(Br)cc32)cc1 (configuration not stated)
 : -11.5%[10.9 µM], 12.6µM*, ?, 15.4%
> COc1ccc2nc(N(Cc3cccnc3)C(=O)c3ccc(Cl)cc3)sc2c1
 : 9.1%[10.9 µM], -20.1%, -0.1%, -19.2%
> CC(C)Oc1ccc(C(=O)Nc2nonc2-c2ccc(OC(C)C)cc2)cc1
 : 25.0%[10.9 µM], 4.0%, -0.5%, -11.9%
> Cc1nccn1CCc1nc(N)nc(N)n1
 : -4.7%, 2.5%, -0.4%, 0.5%
> Cc1cccc(Nc2nn3c(=O)c4cc5c(cc4nc3s2)OCO5)c1
 : -6.3%[10.9 µM], ?, ?, -15.6%
